LMPTP inh – LMPTP (human) inhibition; P24666; recombinant LMPTP-A, OMFP fluorogenic substrate, fluorescence intensity; inhibition, % at 20 µM; 0.22% of 360,000 active; AID 651560;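 active = compounds that cut the enzyme signal by at least half of the control window in the single-dose screen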;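 also: plate controls were DMSO wells with enzyme plus substrate for no effect and substrate without enzyme for full effect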
Target sequence (P24666 whole entry, looked up): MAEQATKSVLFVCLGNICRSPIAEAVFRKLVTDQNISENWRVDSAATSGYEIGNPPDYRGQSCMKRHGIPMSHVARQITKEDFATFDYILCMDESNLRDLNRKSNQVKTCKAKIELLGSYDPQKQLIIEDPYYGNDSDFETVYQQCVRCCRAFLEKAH
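Buffer or medium: Bis-Tris pH 6.0, DTT, detergent; Assay system: LMPTP-A enzyme; Quantity: 0.625 nM enzyme; Detection: endpoint fluorescence intensity; Times: 50 min dark incubation at room temperature; Controls: substrate-only low control, DMSO enzyme-plus-substrate high control; Doses: single 20 µM dose; Read-out: percent inhibition versus substrate-only and uninhibited controls; Reagent: 400 µM OMFP.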
STEP block – STEP (human) phosphatase inhibition; inhibition, % at 20 µM; 0.25% of 360,000 active; recombinant STEP, OMFP fluorogenic substrate, fluorescence; P54829;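 active = inhibition at 20 µM, scaled per plate between control wells, above about 37%, limit read from the data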;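 also: 0% = DMSO with enzyme and substrate and 100% = substrate only without enzyme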
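Assay system: isolated STEP enzyme. Buffer or medium: pH 6.0 Bis-Tris with DTT and Tween 20. Also added: fluorogenic phosphatase substrate OMFP at 25 µM final. Dosing: 20 µM, 1% DMSO. Timing: 20 min reaction, room temperature, in the dark. Measured by: fluorescence intensity, excitation 480 nm, emission 540 nm. Evaluation: normalized % inhibition.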
Rpn11 inh – blocks the human proteasome subunit Rpn11 | O00487 | human 26S proteasome, Ub4-pepOG fluorescence polarization; 20S core pre-blocked with epoxomicin | calls only at 20 µM | 0.59% of 360,000 active;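 active = inhibition at 20 µM, scaled to each plate's controls, above about 33%, limit read from the data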
Target sequence (O00487 whole entry, looked up): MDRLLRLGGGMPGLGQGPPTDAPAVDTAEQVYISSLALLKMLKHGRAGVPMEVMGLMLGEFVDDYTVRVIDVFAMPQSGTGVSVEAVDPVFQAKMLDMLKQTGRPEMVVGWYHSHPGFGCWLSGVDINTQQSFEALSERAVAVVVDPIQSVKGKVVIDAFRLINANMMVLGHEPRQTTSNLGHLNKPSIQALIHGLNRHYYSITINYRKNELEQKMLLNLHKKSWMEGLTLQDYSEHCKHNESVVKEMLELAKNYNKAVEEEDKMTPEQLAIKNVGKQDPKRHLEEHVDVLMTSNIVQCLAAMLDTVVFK
SUMO1 PPI mod – alters human SUMO1 binding to SIM partners | P63165 | SUMO1 binding to a labelled peptide, TR-FRET, 1 h | inhibition, % at 20 µM | 0.33% of 360,000 active | AID 602429; in the data active = inhibition above about 37%
Target sequence (P63165 whole entry, looked up): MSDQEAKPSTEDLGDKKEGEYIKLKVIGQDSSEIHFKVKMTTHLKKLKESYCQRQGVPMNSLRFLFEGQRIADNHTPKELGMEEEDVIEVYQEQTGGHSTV
CSN inh – inhibitors of human CSN-mediated cullin deneddylation; Purified CSN, SCF-Nedd8-OG deneddylation, fluorescence polarization; inhibition, % at 12.5 µM; 0.38% of 360,000 active; AID 651999;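 active = pattern-corrected inhibition above about 35%, with an unprinted fluorescence ratio check between 0.5 and 1.5, limit read from the data, passing the limit was not always enough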;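 also: 0% = enzyme with substrate and 100% = substrate without enzyme; some results filed as inactive read as strong as hits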
Target sequence (Q92905 whole entry, looked up, one chain of several): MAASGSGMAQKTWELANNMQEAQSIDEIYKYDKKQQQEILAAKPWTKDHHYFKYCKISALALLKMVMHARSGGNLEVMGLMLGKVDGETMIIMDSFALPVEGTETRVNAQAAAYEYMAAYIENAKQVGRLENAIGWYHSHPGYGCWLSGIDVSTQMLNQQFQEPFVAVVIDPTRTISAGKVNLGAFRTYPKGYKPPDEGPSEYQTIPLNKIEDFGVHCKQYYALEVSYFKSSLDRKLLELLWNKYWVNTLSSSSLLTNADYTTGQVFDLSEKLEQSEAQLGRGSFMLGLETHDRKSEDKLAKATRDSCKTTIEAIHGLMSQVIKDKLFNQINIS
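Test system: purified human Csn5 enzyme expressed in HEK293T cells. Amount: 0.24 nM enzyme. Reagent: SCFSkp2-Nedd8OG substrate at 10 nM final. Schedule: 90 min incubation of compound, enzyme and substrate at room temperature. Detection: fluorescence polarization. Read-out: % inhibition of substrate cleavage by Csn5.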
TbMetRS inhib – Trypanosoma brucei MetRS inhibition. purified T. brucei MetRS, ATP depletion, Kinase-Glo luminescence. inhibition, % at 11.9 µM. 0.4% of 360,000 active. AID 624268;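 active = inhibition above a per-plate cutoff of the control wells' mean inhibition plus 3 SD, cut at about 5.5% in these data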;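 also: 0% = DMSO wells median and 100% = median of wells with control inhibitor compound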
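Test system: purified T. brucei MetRS enzyme. Also added: ATP, methionine and E. coli bulk tRNA substrates. Compound: 11.9 µM single point. Schedule: 15 min enzyme-compound preincubation, 2 h reaction, 10 min detection, 25 °C. Signal: luciferase luminescence of residual ATP, Kinase-Glo. Evaluation: percent inhibition versus plate control medians. Controls: DMSO wells, low control.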
Scp-1 inhibitor – blocks human Scp-1 phosphatase activity; Q9GZU7; Recombinant Scp1, phosphopeptide, malachite green phosphate absorbance; inhibition, % at 20 µM; 0.88% of 340,000 active;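 active = inhibition above about 50% at 20 µM, limit read from the data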;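 also: plate controls were DMSO wells with enzyme for no effect and wells lacking enzyme for full effect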
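System: SCP-1 catalytic domain; Reagent: Phospho 17-mer peptide substrate; Doses: one concentration, 20 µM, with 1.0% DMSO; Incubation: 45 min room-temperature reaction, 5 min colour, 30 min stabiliser; Signal: Phosphate-binding colour reagent, absorbance read at 630 nm.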
NadD block – inhibitors of Staphylococcus aureus NadD | inhibition, % at 20 µM | purified NadD enzyme, colorimetric absorbance read-out | 0.78% of 360,000 active | AID 602399; in the data active = inhibition above about 26%; also: some compounds past the cut are filed as inactive
MLLE-PAM2 inh – blocks PAM2 peptide binding to the PABP1 MLLE domain; inhibition, % at 20 µM; AID 588489; GST-MLLE / FITC-PAM2 fluorescence polarization; P11940; 0.36% of 360,000 active; in the data active = inhibition above about 35%, passing the limit was not always enough;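 also: plate controls were DMSO wells with GST-MLLE for no effect and wells lacking GST-MLLE protein for full effect; some results filed as inactive read as strong as hits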
DNMT1 block – inhibitors of human DNMT1; DNMT1 molecular beacon, Hinp1I cleavage, fluorescence; inhibition (reported as % activation of signal), % at 10 µM; 0.83% of 360,000 active; AID 588458; in the data active = inhibition above about 50%
* hit, by the source's call; i = inactive; x = not tested or not shown.

SMILES	LMPTP inh	STEP block	Rpn11 inh	SUMO1 PPI mod	CSN inh	TbMetRS inhib	Scp-1 inhibitor	NadD block	MLLE-PAM2 inh	DNMT1 block
Cc1ccc(SCC(=O)OC(C)C(=O)Nc2ccc(S(N)(=O)=O)cc2)cc1C (stereo not given)	0.3	-1	i	2	-6	-0.5	-6	0	-7	-2
CC(=O)Cn1c(CN2CC(C)CC(C)C2)nc2c1c(=O)n(C)c(=O)n2C (stereo not given)	0.0	2	i	3	-5	-0.3	-6	11	-1	0
Cc1ccc(N(CC(=O)NCc2ccco2)C(=O)CCC(=O)Nc2nccs2)cc1	0.5	-1	i	3	7	-1.3	1	-3	2	4
Cc1cc(C(F)F)n2nc(C(=O)NCc3ccccc3F)nc2n1	1.5	-1	i	-2	-3	-1.8	4	2	6	2
O=C(NCC(=O)N1CCCCCCC1)c1cccc([N+](=O)[O-])c1	-7.5	-6	i	-28	1	-0.6	-2	3	4	0
CCCCNCCOCCOc1ccc(F)cc1	-1.7	-3	i	-6	1	-1.0	3	2	-1	-1
COc1ccccc1C(=O)COC(=O)CNS(=O)(=O)c1ccc(NC(C)=O)cc1	-0.2	0	i	3	3	-0.2	6	-5	-13	-4
O=C(COC(=O)CN1C(=O)C2CCCCC2C1=O)NC1CCS(=O)(=O)C1 (stereo not given)	-0.6	-1	i	-2	1	-0.1	-11	-5	-2	-3
CCOC(=O)c1ccc(NC(=S)NN2CCOCC2)cc1	-1.8	-3	i	-1	6	0.5	-7	0	19	-1
CC(C)(C)NC(=O)NC(=O)CN1CCN(c2ccccc2)CC1	-0.9	-3	i	-4	1	-0.4	-1	-3	-2	0
NS(=O)(=O)c1ccc(CCNC(=O)Cc2ccc(S(=O)(=O)N3CCOCC3)s2)cc1	-0.4	0	i	-7	5	-0.3	-4	0	-16	-9
CCN1C(=O)[C@H]2[C@@H](c3ccc(OC)cc3)N[C@]3(CCCN(Cc4ccc(Br)cc4)C3=O)[C@H]2C1=O	-0.8	1	i	1	5	-1.4	x	2	-7	-1
COC(=O)C1C(=O)C2=C(CC1C)NC(C)=C(C(=O)OC1CCCC1)C2c1ccc(N(C)C)cc1 (stereo not given)	-0.8	0	i	-6	4	-1.4	-6	5	-2	-2
CCC1(c2ccccc2)NC(=O)N(CC(=O)NNC(=O)COc2ccc(Cl)cc2C)C1=O (stereo not given)	-0.2	2	i	2	0	-0.2	-11	-3	14	-2
COc1ccccc1-c1cnn2c(NC3CCCC3)cc(C)nc12	2.0	1	i	3	4	-0.6	-2	-5	2	-3
COC(=O)Cn1ncc2c3ccccc3n(Cc3ccccc3)c2c1=O	0.3	3	i	-4	1	-0.8	-13	-4	8	-2
CSC[C@H]1CN(Cc2ccccc2)C(=O)[C@@H]1CC(=O)Nc1ccccc1	-2.7	-2	i	0	-3	0.3	x	-1	-4	-2
CN(C)CCNc1nc(-c2ccccc2)c2c(c1C#N)CC(C)(C)OC2	-0.4	-2	i	2	4	-1.6	7	-5	7	2
OC[C@@H]1CN(Cc2ccco2)C[C@H](n2cnc3c(NC4CCC4)ncnc32)O1	-8.1	-1	i	-1	-8	0.1	x	2	8	1
N#Cc1ccc(C(=O)Nc2nc(SCc3ccc(Cl)cc3)n[nH]2)cc1	0.5	0	i	2	-2	0.2	-6	1	-20	2

Looked up above.
`Cc1ccc(N(CC(=O)NCc2ccco2)C(=O)CCC(=O)Nc2nccs2)cc1` | NadD block: -3
`COC(=O)Cn1ncc2c3ccccc3n(Cc3ccccc3)c2c1=O` | TbMetRS inhib: -0.8
`NS(=O)(=O)c1ccc(CCNC(=O)Cc2ccc(S(=O)(=O)N3CCOCC3)s2)cc1` | CSN inh: 5

Carrying on.
SMILES	LMPTP inh	STEP block	Rpn11 inh	SUMO1 PPI mod	CSN inh	TbMetRS inhib	Scp-1 inhibitor	NadD block	MLLE-PAM2 inh	DNMT1 block
Cc1cccc(OCC(=O)N2CCN(C(=O)CCC3CCCC3)CC2)c1	-1.0	-1	i	-3	-3	-2.4	3	0	-12	-1
CC(=O)NS(=O)(=O)c1cccnc1Nc1ccc(Cl)c(Cl)c1	0.2	-8	i	4	-1	-1.6	-4	-4	5	4
Cc1ccc(-c2nn(C)c(=O)c3ccccc23)cc1S(=O)(=O)NCCO	1.2	1	i	3	-2	-0.4	9	2	6	6
CCc1ccccc1NC(=O)CSc1nc2cc(C(=O)NCC3CCCO3)ccc2c(=O)n1CC1CCCO1 (stereo not given)	0.6	-1	i	5	-3	-0.1	x	-2	19	2
Cc1cccc(NC(=O)c2ccc(S(=O)(=O)N3CCCCC3C)cc2)n1 (stereo not given)	0.1	-1	i	-1	1	-0.7	-4	-8	7	2
Cc1noc(C)c1S(=O)(=O)Nc1ccc(C(=O)NCc2ccccc2)cc1	0.4	0	i	2	2	0.0	0	0	-5	0
C#CCOCCOCCOCCNc1nc(N2CCN(C(=O)[C@H](CCCCN)n3cc(CN)nn3)CC2)nc(N2CCN(C(=O)[C@H](CCC(=O)O)n3cc(CN)nn3)CC2)n1	-12	-3	i	-28	-1	0.9	4	3	-3	5
Oc1ccc(C[C@H]2CNCCN2CCCCC2CCCCC2)cc1	-1.9	2	i	-7	-7	-0.1	-6	-12	-2	2
CC(C)=CCCC(C)CN1CCC(n2nccc2NC(=O)c2cccnc2)CC1 (stereo not given)	1.0	-1	i	-1	0	-0.3	3	-5	10	2
COc1ccc(CNC(=O)CN(C(=O)CCC(=O)Nc2nccs2)c2ccc3c(c2)OCO3)cc1	-1.8	2	i	3	4	0.8	-5	7	-2	-2
COCCCn1c(SCC(=O)Nc2ccccc2)nnc1-c1ccncc1	0.9	-2	i	-1	1	-1.9	-2	-6	4	5
COc1ccc(C(=O)NCc2ccc3c(c2)OCO3)cc1S(=O)(=O)N(C)Cc1ccccc1	-0.6	4	i	1	-6	0.0	-5	-10	1	-4
Cc1ccc(C(=O)NC(=S)Nc2cc(-c3nc4ccccc4s3)ccc2C)cc1	0.0	-2	i	-3	2	0.0	1	12	30	50
Cc1cc(/C=C2\SC(=O)N(C)C2=O)c(C)n1-c1cccc(C(=O)O)c1	0.2	9	i	-6	5	-1.4	55*	5	8	25
Cn1cccc1Cc1nnc(SCC(=O)Nc2ccccc2)n1-c1ccc(F)cc1	0.6	-1	i	1	-4	-1.5	-4	12	-26	-4
Cc1cccc(Nc2c3c(nc4ncnn24)CCC3)c1	-0.4	1	i	1	-4	-0.1	-7	3	1	5
CCC(O)(CC)C(=O)NN(C(=O)Nc1csc2c1CCCC2)c1ccccc1	1.9	2	i	3	-3	-0.6	0	0	21	-5
Cc1ccccc1CNC(=O)c1ccccc1C(=O)O	-1.4	-1	i	1	-1	-1.8	-2	-1	-9	8
O/N=C/c1cc2ccccc2n1Cc1ccccc1F	0.8	5	i	5	1	0.5	6	-5	-11	1
N/C(=N\OC(=O)CC1CCCCC1)c1ccncc1	-3.2	-3	i	0	6	0.1	-1	-2	-23	0
COc1cc([C@H]2c3[nH]c4ccccc4c3C[C@H]3C(=O)N4[C@@H](c5cc(OC)c(OC)c(OC)c5)c5[nH]c6ccccc6c5C[C@H]4C(=O)N23)cc(OC)c1OC	3.5	-3	i	13	0	0.3	0	3	-6	52*
Cc1cccn2c(=O)c3cc(C#N)c(=N)n(Cc4cccnc4)c3nc12	-1.4	1	i	-4	-1	-0.8	-5	-2	-1	2
O=C(NNC(=O)C12CC3CC(CC(C3)C1)C2)[C@@H]1C[C@H]1c1ccccc1	0.1	-5	i	2	-1	0.9	-8	-1	6	1
COc1cccc(CC2(CO)CCN(CC3=CC[C@H]4C[C@@H]3C4(C)C)CC2)c1	0.1	-1	i	-1	0	0.6	-5	-9	6	5
O=C(CSc1n[nH]c(=O)n1-c1ccccc1)Nc1ccccc1C(F)(F)F	0.7	1	i	3	3	1.5	-8	-2	-4	1
Cc1cc(NC(=O)CCC(=O)N(Cc2ccco2)C2(C(=O)NC3CCCCC3)CCN(C)CC2)no1	-1.0	0	i	4	-3	0.0	-2	-5	-6	0
C[C@]12c3[nH]c4ccccc4c3CCN1C(=O)C(CC(=O)NCCN1CCOCC1)C[C@@H]2C(=O)N1CCCCC1 (stereo not given in full)	-6.3	-3	i	4	-4	0.8	-12	0	-1	9
CCc1nc(SCc2ccc(F)cc2)[nH]c(=O)c1C#N	-0.1	2	i	0	0	-0.2	-2	4	5	-1
O=C(NCCc1ccc(O)c(O)c1)C1COc2ccccc2O1 (stereo not given)	1.9	4	i	1	-4	-0.5	-10	1	4	-4
O=C(COC(=O)c1ccc2c(c1)OCO2)NCc1ccc(Cl)cc1	-0.9	-2	i	4	5	-0.2	-4	-4	-7	-2
COC(=O)[C@H](Cc1ccccc1)NC(=O)[C@@]1(C)C[C@@H]1[C@@H](NC(=O)OCc1ccccc1)c1ccccc1	1.7	-1	i	6	-3	-0.2	-10	-8	-2	-6
COc1cc(OC)c(OC)cc1CNCCSc1nnnn1C	-0.8	-2	i	-2	3	-0.2	-10	-6	6	3
CCS(=O)(=O)c1ccc2oc(Nc3ccccc3C)nc2c1	-1.2	0	i	-1	-2	-0.6	-15	1	4	1
O=C(CNS(=O)(=O)c1cccs1)N1CCN(c2ccccn2)CC1	-0.6	-4	i	-3	2	-1.5	1	0	-1	4
CCOC(=O)CN1C(=O)/C(=C/c2ccc(Cl)cc2)Oc2ccccc21	-1.1	1	i	-9	3	-0.2	-12	-5	7	9
COc1ccccc1C(=O)Nc1ccnn1C1CCN(Cc2ncc[nH]2)CC1	0.2	-4	i	7	-6	-0.5	1	-3	6	1
Cc1c(Cl)cccc1NC(=S)NCc1ccc(Cl)cc1	1.6	2	i	1	6	0.1	-5	-2	20	-4
COC(=O)C1=[N+]([O-])OC(C(=O)OC)C1c1c[nH]c2ccccc12 (stereo not given)	-1.1	-3	i	5	-6	0.7	-5	-2	4	0
